# FBW7 activator – FBW7 E3 ligase activators, primary screen, biochemical, AlphaScreen, human | AlphaScreen FBW7–phospho-cyclin E peptide binding, activator screen | normalized activity (activation), % at 26.1 µM | 0.13% of 650,000 active | AID 1259310, 2017; in the data active = normalized activity above about 1.9%;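 note: purified mutant Fbw7 with reduced substrate affinity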
# TEAD-YAP inh – TEAD-YAP interaction inhibition, primary screen, TEAD-YAP interaction inhibitor project, luminescence, HEK-TIYL cells; TEAD-Gal4/YAP UAS-luciferase luminescence; inhibition, % at 9.12 µM; 1.4% of 640,000 active; AID 1259422, 2018; in the data active = inhibition above about 32%;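 note: 0% = median of test compound wells and 100% = reference inhibitor wells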
# GPR151 ag – activators of human GPR151, primary screen, cell-based, PathHunter beta-arrestin, luminescence. 1% of 650,000 active. PathHunter beta-arrestin GPR151 cells. activation, % at 11.2 µM; in the data active = activation above about 4.9%;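 note: 0% = median of compound wells and 100% = cells with positive control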
# Target sequence (Q8TDV0 whole entry, looked up): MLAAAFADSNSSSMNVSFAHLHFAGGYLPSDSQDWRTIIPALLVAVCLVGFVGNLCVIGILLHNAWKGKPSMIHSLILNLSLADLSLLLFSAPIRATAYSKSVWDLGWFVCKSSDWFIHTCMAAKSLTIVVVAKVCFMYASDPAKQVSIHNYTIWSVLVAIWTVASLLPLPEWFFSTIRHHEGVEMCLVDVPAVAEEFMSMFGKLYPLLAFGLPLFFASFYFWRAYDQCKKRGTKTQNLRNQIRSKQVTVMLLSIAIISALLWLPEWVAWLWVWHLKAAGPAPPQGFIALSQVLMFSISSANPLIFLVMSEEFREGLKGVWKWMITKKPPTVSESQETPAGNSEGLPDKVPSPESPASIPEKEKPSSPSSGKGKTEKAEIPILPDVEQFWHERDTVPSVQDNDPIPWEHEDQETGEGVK
# MITF primary – MITF inhibitors, primary screen, biochemical, AlphaScreen, human | Microphthalmia-associated transcription factor (Homo sapiens), O75030 | AlphaScreen MITF homodimerization, bead proximity signal | inhibition, % at 2.6 µM | 0.91% of 650,000 active | AID 1259374, 2018; in the data active = inhibition above about 50%;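 note: 0% = vehicle wells with protein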
# Target sequence (O75030 whole entry, looked up): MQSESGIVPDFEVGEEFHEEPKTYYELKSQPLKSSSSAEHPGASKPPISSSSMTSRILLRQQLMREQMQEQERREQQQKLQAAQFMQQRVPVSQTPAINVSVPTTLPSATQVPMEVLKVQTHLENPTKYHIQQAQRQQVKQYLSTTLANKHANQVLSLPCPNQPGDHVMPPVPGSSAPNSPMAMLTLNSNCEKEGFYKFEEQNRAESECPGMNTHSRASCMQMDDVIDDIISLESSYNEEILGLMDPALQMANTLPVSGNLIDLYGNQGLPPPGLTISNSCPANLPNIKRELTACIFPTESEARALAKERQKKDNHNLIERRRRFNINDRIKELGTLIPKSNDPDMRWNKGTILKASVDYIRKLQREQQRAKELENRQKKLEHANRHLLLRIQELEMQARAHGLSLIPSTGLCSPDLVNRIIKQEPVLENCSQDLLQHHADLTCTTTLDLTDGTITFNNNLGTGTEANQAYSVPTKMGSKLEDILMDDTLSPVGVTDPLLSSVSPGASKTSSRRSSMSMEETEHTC
# * marks the source's active call; other numbers are inactive results; · = not tested or not shown.
# A first look (2 entries):
# Results follow in this order: FBW7 activator, TEAD-YAP inh, GPR151 ag, MITF primary
CC(=O)N1CCOCCOCCN(C(C)=O)CCOCCOCC1
    0.2, 1, 0.6, 10
O=C(O)CN1C(=O)C2CCCCC2C1=O (centres undefined)
    0.7, -26, 2.8, 10

# Results, repeating the preview:
# Results follow in this order: FBW7 activator, TEAD-YAP inh, GPR151 ag, MITF primary
CC(=O)N1CCOCCOCCN(C(C)=O)CCOCCOCC1
    0.2, 1, 0.6, 10
O=C(O)CN1C(=O)C2CCCCC2C1=O (centres undefined)
    0.7, -26, 2.8, 10
Cc1ccc(-c2cn(-c3ccc(C)cc3)c(=S)[nH]2)cc1
    -0.2, -41, -0.8, -4
Cc1nc2sccn2c1/C=C(\C#N)c1nc(-c2ccccc2)cs1
    0.5, 0, -1.6, -6
Cc1sc(NC(=O)CN2CCC(n3nnc4ccccc43)CC2)c(C#N)c1C
    0.1, 7, 0.2, 4
COc1ccc(-c2cnn3c(N4CCC(O)CC4)ccnc23)cc1OC
    -0.6, -62, 0.4, 11
COc1ccc(NC(=O)c2cc(OC)c(OC)c(OC)c2)cc1Cl
    -0.8, 10, -0.2, -15
CC(C)(C)c1ccc(Cn2c(-c3ccccc3F)nc3ccccc3c2=O)cc1
    0.1, -1, 0.0, 2
Cc1cc(NC(=O)C2CCN(C(=O)c3c(F)cccc3F)CC2)no1
    0.2, -15, -0.2, 13
O=C(NNC(=S)NCc1ccco1)C1CCN(Cc2ccc(F)cc2Cl)CC1
    -0.1, 5, -1.8, 1
CCOC(=O)C(=O)NCCc1ccc(F)cc1
    0.1, 6, 0.3, 2
CC(=O)Oc1ccc(C(=O)N2CCC(C)CC2)cc1
    0.3, -9, 1.3, 18
Cn1cc(-c2nc(-c3ccccn3)no2)c(=O)c2cc(F)c(N3CCCCC3)cc21
    -0.1, 1, 2.7, 1
O=C(Nc1nnc(CSCc2ccc(F)cc2)s1)c1ccc([N+](=O)[O-])cc1
    0.0, -10, -0.1, -7
O=C(/C=C/c1ccco1)Nc1nc(-c2ccc(Br)cc2)cs1
    -0.3, 5, -1.3, 6
O=C(NCc1nc(NCCCc2ccccc2)c2ccccc2n1)c1cscn1
    1.5, 5, -0.8, 16
CCOc1ccc(/C=N/N2C(=O)C3C4C=CC(C4)C3C2=O)c(OCC)c1 (centres undefined)
    -0.1, 2, 1.3, -9
CC(=O)NCCNc1nc2c(-c3ccc(C)cc3)nnn2c2ccccc12
    0.0, -10, 3.3, -3
CN(C)C(=O)c1nc2ccc(Cl)cn2c1CNCc1ccc(N2CCOCC2)cc1
    0.2, 17, -1.0, -6
Oc1ccc(-c2ncccn2)cc1CN1CCN(c2ccccn2)CC1
    -0.1, 2, 1.2, -14
Cc1cc(=O)[nH]c2nnc(SCC(=O)Nc3cccc(F)c3)n12
    -0.1, -1, -1.1, 0
CC(=O)c1ccc(NC(=O)CSc2nnc(-c3cccs3)o2)cc1
    -0.1, -37, -0.3, -4
CC1CCC(NC(=O)c2cc(-c3ccccc3)n[nH]2)CC1 (centres undefined)
    -0.1, -64, -1.9, 10
C=CCN1C(=O)CC(C(=O)OC)C12CCN(Cc1cc3ccccc3s1)CC2 (centres undefined)
    -0.1, 2, 0.6, 2
CCCn1c(C)cc(C(=O)CC#N)c1C
    -0.1, -11, 1.9, -8
O=C(NCCCc1ccccc1)C(F)(F)F
    -0.1, 4, -0.7, -11
Cc1cccc(NC(=O)CSc2ccccc2)c1C
    0.0, -17, -0.9, 1
CCC1=NN2C(=N)/C(=C/c3ccc(OCCOc4ccc(Br)cc4)c(OC)c3)C(=O)N=C2S1
    0.0, -28, 3.4, -5
O=c1[nH]c2ncc(-c3ccco3)nc2n1Cc1ccc(F)c(Cl)c1
    -0.4, 7, -0.6, -7
CCOc1ccc(CCNC(=O)Cn2nc(-c3ccc(C)c(S(=O)(=O)N4CCOCC4)c3)c3ccccc3c2=O)cc1OCC
    0.0, 5, -0.6, 8
O=C(O)c1ccc(Cl)c(S(=O)(=O)Nc2ccccc2)c1
    0.0, 1, -1.6, 0
CC(N)(C(=O)O)c1ccc(-c2nn[nH]n2)cc1 (centres undefined)
    0.1, ·, 0.3, 17
COc1cc(C(=O)CSC2=NCCS2)cc(OC)c1OC
    -0.2, 1, 0.5, 16
COc1ccc2c(c1)/C(=c1/sc3n(c1=O)CN(c1cccc(C(C)=O)c1)CN=3)C(=O)N2
    0.2, 9, -0.2, -8
CCOC(=O)c1c(Cl)nc2ccccc2c1Cl
    0.1, -1, -0.3, 9
CCOC(=O)N1CCc2c(sc(NCc3ccccn3)c2C(=O)Nc2cc(OC)ccc2OC)C1
    0.4, -3, 2.2, 4
O=C(OCCOc1ccc(Br)cc1)c1cc[n+]([O-])cc1
    0.4, 4, -1.4, 2
CC1CC(C)CN(c2nc(-c3ccccc3O)nc3ccccc23)C1 (centres undefined)
    0.1, 1, 0.3, 10
CS(=O)(=O)c1ccc(-c2csc(Cc3nc(O)cs3)n2)cc1
    0.0, -66, -2.7, 14
O=C(CC1C(=O)NCCN1CC1CCCCC1)NCc1ccc(F)cc1 (centres undefined)
    -0.1, -5, -0.8, 6
Cc1cc(NC(=O)c2cc(Br)ccc2I)ccc1-c1cc2ccccc2oc1=O
    0.1, 7, 1.3, 12
COc1cc2nc(/C=C/c3ccc(Cl)cc3)n(-c3ccc(C)cc3)c(=O)c2cc1OC
    0.3, -6, -0.4, 6
COc1ccc2c(c1OC)C(=O)N(c1cccc(F)c1)C2
    -0.1, -56, -0.2, 0
CC(C)(C)c1ccc(/C=C/C(=O)Nc2ccccn2)cc1
    0.0, 70*, -1.7, -7
C=CCn1c(-c2ccc(Cl)cc2)csc1=Nc1ccc(S(=O)(=O)Nc2nc(C)cc(C)n2)cc1
    -0.1, 5, 0.2, -10
O=C(Cc1ccc2c(c1)OCO2)Nc1cc(Nc2ccccc2C2=NCCN2)c(Cl)cn1
    -0.1, 10, 0.4, 9
Cc1ccc2nc(-c3cc(NC(=O)c4ccccc4C)ccc3Cl)oc2c1
    0.0, -11, 0.4, -3
O=C(NC1CCCCCC1)c1cn(-c2ccc(F)cc2F)c(=O)c2ccccc12
    0.1, -4, -1.0, 14
CCOC(=O)c1c(C)n(C)c2ccc(OC(=O)c3cc([N+](=O)[O-])cc([N+](=O)[O-])c3)cc12
    1.1, -20, -1.8, 37
COC(=O)c1sccc1NC(=O)c1ccc(OC)c([N+](=O)[O-])c1
    0.0, 17, 0.0, 4

# New compounds follow:
# Results follow in this order: FBW7 activator, TEAD-YAP inh, GPR151 ag, MITF primary
CCc1sc(NC(=O)CN2CCOCC2)nc1-c1ccccc1
    -0.2, 1, -0.5, 26
Cc1ccccc1-n1c(C)cc(/C=C2\C(=N)N3N=C(N4CCOCC4)SC3=NC2=O)c1C
    0.1, -6, 0.0, -2
O=C(NCCCN1CCCC1)c1ccc2nc3[nH]c4ccccc4c3nc2c1
    0.2, 5, 1.2, 6
Cc1nnc(SCC(=O)/C=C2\N(C)c3ccccc3C2(C)C)s1
    -0.3, 1, -1.0, 1
COc1ccc(-c2nc3ccccc3c(=O)n2NCc2ccc(Cl)cc2Cl)cc1
    -0.1, -6, 0.5, 0
O=C(O)CCCNC(=O)/C(=C\c1ccco1)NC(=O)c1ccccc1Br
    0.1, 2, -0.6, 18
O=C(COc1ccccc1)NC(c1ccc([N+](=O)[O-])cc1)c1cc(Cl)c2cccnc2c1O (centres undefined)
    -0.1, 5, -0.5, 10
O=C(OCC(=O)c1cc2ccccc2o1)c1ccc(N2CCOCC2)c([N+](=O)[O-])c1
    0.2, 12, -0.3, 15
O=C(Nc1cccc(N2CCCC2)c1)c1cccc(Br)c1
    -0.2, -14, 0.8, 4
Nc1nnnn1CC(=O)N/N=C/c1cc([N+](=O)[O-])ccc1Cl
    0.1, 6, -0.7, -3

# In a second layout: entries from further up.
CCc1sc(NC(=O)CN2CCOCC2)nc1-c1ccccc1
  FBW7 activator: -0.2
  TEAD-YAP inh: 1
  GPR151 ag: -0.5
  MITF primary: 26

Nc1nnnn1CC(=O)N/N=C/c1cc([N+](=O)[O-])ccc1Cl
  FBW7 activator: 0.1
  TEAD-YAP inh: 6
  GPR151 ag: -0.7
  MITF primary: -3

O=C(COc1ccccc1)NC(c1ccc([N+](=O)[O-])cc1)c1cc(Cl)c2cccnc2c1O (centres undefined)
  FBW7 activator: -0.1
  TEAD-YAP inh: 5
  GPR151 ag: -0.5
  MITF primary: 10

# The list continues.
# Results follow in this order: FBW7 activator, TEAD-YAP inh, GPR151 ag, MITF primary
O=C(c1ccc(F)c(F)c1)n1ccnc1
    0.1, -5, 0.6, -14
CC1CCCN(C(c2ccncc2)c2nnnn2CCc2ccccc2)C1 (centres undefined)
    0.2, 10, 0.5, 7
O=C(c1ccccc1Oc1ccccc1)N1CCN(c2ccc([N+](=O)[O-])cc2)CC1
    -0.1, 6, -0.2, -5
S=c1n(Cc2ccccc2)ccn1CN1CCOCC1
    -0.1, -2, 1.0, -1
CN(c1ccc(C(=O)N2CCCC2)cc1)S(C)(=O)=O
    0.8, -7, 0.6, 7
Cc1cccc(NC(=S)N(CCCN(C)C)CCCN(C)C)c1C
    0.0, -2, 0.2, -11
CCC(C)NC(=O)c1ccc2c(c1)NC(=O)C(CS(=O)(=O)Cc1cccc(C)c1)N2 (centres undefined)
    0.4, 12, 2.4, 32
CC(=O)N[C@@H](C)C(=O)N1CCN(S(=O)(=O)c2ccc(Cl)cc2)CC1
    0.0, -6, -1.7, -9
Cc1ccc(Cl)cc1NC(=S)N(CCCN1CCC(C)CC1)Cc1cccs1
    -0.2, 0, 0.4, -3
CCCC(=O)Nc1cc(SCc2ccccc2)c(C#N)c(-c2ccc(OC(=O)CCC)cc2)c1C#N
    -0.1, -14, -1.0, -11
CCC(C)C(NC(=O)C(CC(C)C)NC(=O)OC(C)(C)C)C(=O)OC (centres undefined)
    0.1, -13, 1.9, -10
CC(NC(=O)c1ccc(Cl)cc1)c1nnc(SCC(=O)Nc2ccccc2F)n1C (centres undefined)
    0.9, -1, 3.1, 14
CN1CCN(Cc2nc(-c3ccc(F)cc3)cs2)CC1CCO (centres undefined)
    -0.1, -4, -2.6, 9
Cc1cccc(C(=O)NNc2ccccc2)c1
    0.0, -14, -1.0, -6
CN(C)CCCN1C(=O)C(O)=C(C(=O)c2cccs2)C1c1cccc(Br)c1 (centres undefined)
    -0.1, -8, -1.0, -13
CCOC(=O)C1CCN(c2cc(N(C)CCO)c([N+](=O)[O-])c3nonc23)CC1
    -0.1, 0, 1.4, 8
CC(C)OCCCNC(=O)c1nnc(Cc2ccc(F)cc2Cl)o1
    -0.2, -1, 2.0, -9
O=[N+]([O-])c1ccc(COc2ccccc2CO)cc1
    0.4, -38, -0.5, 4
C=CCNS(=O)(=O)c1ccc(F)c(C(=O)Nc2cccc(Cl)c2C)c1
    -0.2, 14, -1.5, -2
COc1cc(OC)cc(C(=O)NCc2nc(-c3cccc(C)c3)no2)c1
    0.0, 0, 0.3, 6
O=C(O)CC/C(=N\NC(=O)c1ccc(F)cc1)c1ccc(Br)cc1
    0.3, -12, 0.0, 12
COc1ccc(NC(=O)CSc2ccc(Cl)cc2)cc1[N+](=O)[O-]
    0.1, -2, 0.0, 0
CC(=O)NC(c1cccs1)c1cc(Cl)c2cccnc2c1O (centres undefined)
    -0.3, 81*, -0.6, 59*
Cc1ccc(-c2noc(CCc3ccccc3)n2)cc1
    0.3, -27, 0.1, -8
O=C(c1csc(-c2cc3ccccc3[nH]2)n1)N1CCOCC1
    0.3, -16, -1.0, 13
O=C(NCc1nc2ccccc2[nH]1)c1ccnc(-c2ccc(N3CCOCC3)nc2)c1
    -0.2, 32*, -1.7, 6
CC(C)(C)C1CCC(C(=O)OCc2cc(=O)n3cc(Br)ccc3n2)CC1 (centres undefined)
    -0.1, 2, 2.4, -7
COc1ccc(C)c2sc(N(CCN(C)C)C(=O)c3ccc([N+](=O)[O-])o3)nc12
    0.9, 5, 0.2, 0
Cn1c(NCc2cc(Cl)ccc2O)nc2ccccc21
    0.0, -23, 3.8, 12
CCCC(=O)c1ccc(N2CCOCC2)c(F)c1
    1.3, -12, 0.0, -16
COc1c(C)cccc1C(=O)Nc1ccc([N+](=O)[O-])cc1Cl
    0.1, 8, -0.2, 0
Cc1cc(Cl)ccc1OCCCNC(C)(C)C
    0.0, -3, -0.2, 13
O=c1[nH]c(O)c(N=Nc2cccc([N+](=O)[O-])c2)c(=O)[nH]1
    0.5, -9, 0.0, -12
O=C(NCCN1Cc2ccccc2OC(c2ccccc2)C1)c1ccc(-n2cnnn2)cc1 (centres undefined)
    -0.1, -1, -0.8, -1
CC(C)Cc1ccc2c(N)c(C(=O)c3ccc(-c4ccc(C(=O)c5sc6nc(CC(C)C)ccc6c5N)cc4)cc3)sc2n1
    0.0, -1, -1.2, 6
O=C(NCCNC(=O)c1ccc([N+](=O)[O-])cc1)c1ccncc1
    -0.2, 0, 0.4, 12
NC(=O)c1ccc(-c2ccc(C(=O)Nc3ccccc3)s2)cc1
    0.1, -63, -1.4, -13
CCn1c(=O)c(C(=O)Nc2ccccc2)c(O)c2ccccc21
    -0.1, -19, -0.3, -5
Cc1ccc(-n2c(O)c(C)c(=O)[nH]c2=S)cc1
    -0.2, 6, 1.8, 10
CC1=CC(=C(C#N)C#N)C=C(C)N1Cc1ccccc1
    0.5, -11, -0.9, 14
Cc1cccc(NC(=O)c2sc3nc4c(cc3c2N)C(=O)CC(C)(C)C4)c1
    0.6, -2, -2.6, 16

# Screening data (PubChem BioAssay)

# Hits appear at their usual frequency; 3.4% or so of the library scored in one or more.
